# Vif-A3F inh – blocks the Vif interaction with APOBEC3F | HeLa A3F-eYFP + Vif (tagged APOBEC3F with the HIV-1 protein that degrades it), YFP fluorescence increase | Potency, µM (highest dose often 46.1 µM), inactives show top-dose activity, negative = active | hit rate 0.2% among 390,000 | AID 602313; also: potency is read from the fitted curve at half-maximal effect; % of control where 0% means no effect; nearly all actives have a fitted effect of over 65% in size
#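 HeLa cells stably expressing A3F-eYFP plus Vif, plated and incubated overnight at 37 deg C, then exposed to compounds overnight at 37 deg C. Blocked degradation read as raised yellow fluorescence (Ex 488/Em 500-530).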
# LDHA inh – inhibitors of human lactate dehydrogenase A; activity change, % (values are at about 110 or 230 µM); hit rate 0.15% among 480,000; purified LDHA, NADH/diaphorase-resazurin fluorescence; active compounds read low; P00338; in the data active = activity change below about -30%; inconclusive = mostly about -25% to -30%;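 also: plate controls were DMSO wells for no effect and wells without enzyme for full effect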
#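 Resorufin fluorescence (ex540/em590), read at 0 and 20 min after diaphorase/resazurin addition, reports the NADH left after a 5 min room-temperature reaction of 2 nM human LDH5 with 0.06 mM NADH and 0.2 mM pyruvate.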
# ALOX12 inh – inhibitors of human 12S-lipoxygenase ALOX12 | P18054 | purified 12hLO, xylenol orange hydroperoxide absorbance | Potency, µM (titrated, usually from 108 µM), for the others: at the top dose activity change, negative = inhibition, usual class: inhibitors | hit rate 1.1% among 580,000; also: potency is read from the fitted curve at half-maximal effect; % is scaled to controls: 0 for no effect and ±100 for the full control effect
# Target sequence (P18054 whole entry, looked up): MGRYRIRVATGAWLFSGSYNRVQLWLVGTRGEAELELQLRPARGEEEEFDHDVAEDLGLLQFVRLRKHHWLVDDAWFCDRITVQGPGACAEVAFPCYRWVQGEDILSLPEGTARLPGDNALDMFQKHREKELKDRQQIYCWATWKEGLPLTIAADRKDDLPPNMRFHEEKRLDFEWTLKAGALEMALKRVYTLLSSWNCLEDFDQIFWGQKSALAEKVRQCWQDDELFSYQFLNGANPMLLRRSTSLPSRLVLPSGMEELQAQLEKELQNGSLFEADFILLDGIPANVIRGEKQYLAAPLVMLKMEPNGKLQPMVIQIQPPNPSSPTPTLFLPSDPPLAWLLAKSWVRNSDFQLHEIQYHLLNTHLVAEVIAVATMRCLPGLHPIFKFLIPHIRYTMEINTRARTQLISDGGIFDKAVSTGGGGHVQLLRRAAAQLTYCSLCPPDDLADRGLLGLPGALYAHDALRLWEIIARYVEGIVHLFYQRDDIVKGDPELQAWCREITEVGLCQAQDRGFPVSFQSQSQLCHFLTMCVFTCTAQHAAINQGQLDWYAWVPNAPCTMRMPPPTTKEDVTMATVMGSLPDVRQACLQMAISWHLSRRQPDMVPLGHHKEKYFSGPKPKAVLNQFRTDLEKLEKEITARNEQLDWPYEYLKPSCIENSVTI
#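 Purified human 12hLO (150 nM final) in 25 mM Hepes, 0.01% Triton X-100, pH 7.0 was preincubated 15 min at room temperature with compound. Then 40 uM arachidonic acid was added, 30 min. Hydroperoxide was read by Fe-XO absorbance ratio 573/405 nm.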
# ERG-DNA inh – blocks human ERG Ets domain binding to DNA | P11308 | AID 624246 | fluorescence polarization, His-ERG Ets domain / labelled DNA | hit rate 0.028% among 370,000 | Potency, µM (titrated, usually from 76.9 µM), without a hit: at the highest dose FP activity, negative = inhibition, actives largely listed as inhibitors; active = well fitted inhibition curve with a large enough effect in the polarisation, with a control signal flat; inconclusive = small, poorly fitted or top-dose-only effect, or effect the other way, or a change in a side signal; inactive = no such curve, though single readings can be large or run the other way; the % refers to the polarisation;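 also: polarization taken with two DNA probes labelled with fluorescein and Texas red; potency is read from the fitted curve at half-maximal effect; % of control where 0% means no effect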
#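 His-tagged ERG Ets domain (1 uM in the protein solution; 300mM KCl, 50mM Tris-HCl, 1mM EDTA, 1mM DTT, pH 7.5) received compound, then a probe mix of 5 nM fluorescein-DNA and 100nM Texas-615-DNA. Fluorescence polarization was read for both dyes.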
# Vif-A3G inh – inhibitors of Vif-APOBEC3G interaction | Potency, µM (highest dose often 46.1 µM), inactives show at the highest dose activity, negative = active, actives largely listed as inhibitors | hit rate 0.076% among 410,000 | Q9HC16 | AID 602310 | HeLa A3G-eYFP + Vif (tagged APOBEC3G with the HIV-1 protein that degrades it), YFP fluorescence, overnight;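 also: potency is read from the fitted curve at half-maximal effect; % is scaled to controls: 0 for no effect and ±100 for the full control effect; nearly all actives have a fitted effect of over 60% in size; hits raise eYFP signal because A3G escapes Vif-driven loss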
# Target sequence (Q9HC16 whole entry, looked up): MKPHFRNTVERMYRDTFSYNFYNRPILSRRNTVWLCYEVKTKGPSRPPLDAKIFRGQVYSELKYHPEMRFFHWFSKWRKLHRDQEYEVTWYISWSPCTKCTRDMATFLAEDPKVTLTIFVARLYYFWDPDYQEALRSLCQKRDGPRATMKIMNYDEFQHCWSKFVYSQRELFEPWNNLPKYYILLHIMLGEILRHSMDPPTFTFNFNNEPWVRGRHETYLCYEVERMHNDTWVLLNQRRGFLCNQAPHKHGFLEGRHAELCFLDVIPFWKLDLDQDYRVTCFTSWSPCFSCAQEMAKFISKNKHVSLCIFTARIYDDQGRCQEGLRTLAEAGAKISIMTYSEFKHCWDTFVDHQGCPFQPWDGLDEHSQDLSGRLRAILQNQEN
#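 Read-out is eYFP fluorescence (Ex 488/Em 500-530) from Vif-expressing HeLa A3G-eYFP cells; more signal means A3G escaped Vif-mediated degradation. Cells plated overnight, compound pinned in, incubated overnight at 37 deg C.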
# RGS4 inhibitor – human RGS4 inhibition; Potency, µM (series often up to 114 µM), inactives show at the highest dose activity change, negative = inhibition, usual class: inhibitors; hit rate 0.039% among 390,000; AID 504845; Transcreener GDP fluorescence polarization, RGS4-accelerated GTP hydrolysis; also: potency is read from the fitted curve at half-maximal effect; % is scaled to controls: 0 for no effect and ±100 for the full control effect; nearly all actives have a fitted effect of over 75% in size; some results filed as inactive show a strong effect at the top dose
#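 MLSMR compounds (23 nl, pin-transferred) preincubated 10 min at room temperature with a 500nM (2x) first reagent, then RGS4 at 900nM (2x) plus Transcreener GDP mix added; fluorescence polarization (620/688 nm) read before and after 90 min at 30 °C.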
# GRP78 ERSR act – inducers of ER stress response in human glioma cells. hit rate 0.02% among 420,000. Potency, µM, for inactives: at the highest dose activation, most hits filed as activators. U87-MG GRP78 promoter luciferase reporter, 16 h; also: potency is read from the fitted curve at half-maximal effect; series mostly up to about 76 µM; % of control where 0% means no effect; nearly all actives have a fitted effect of over 35% in size
#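 Stably transfected U87-MG human glioma cells carrying a GRP78-based luminescent sensor were seeded at 1000 cells/well, pin-dosed with compounds and incubated 16 h. Luciferase reagent was then added, and end-point luminescence was read after 10 min at room temperature.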
# D2 agonist – activates the human D2 dopamine receptor; P14416; AID 485358; hit rate 0.53% among 340,000; activation, % at 2 µM; HEK293 T-REx D2 cells, calcium flux agonist mode;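 active = activation over 3 SD above normal in the single-dose calcium agonist read, cut at about 30% in these data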; also: 0% is about no effect
#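 Agonism is scored from calcium flux in a force-coupled, inducible HEK293 cell line expressing D2, read kinetically for 180 s after compound addition against dopamine controls.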
# D2 antag – D2 dopamine receptor (human) antagonism; HEK293 TREx D2 cells, calcium flux, dopamine EC80; P14416; inhibition, % at 10 µM; hit rate 2% among 340,000; in the data active = inhibition above about 30%; also: 0% is about no effect
#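 Tetracycline-induced HEK293 T-REx cells expressing D2 force-coupled to calcium signalling were dye-loaded, exposed to compound for 180 s, then challenged with an EC80 of dopamine; calcium flux was followed kinetically for a further 180 s.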
# Starred values were filed as active, the others as inactive; i = inactive; ? = inconclusive; . = no result given; & = joins results of further samples; [ ] = dose if it differs, or a comment. Unless noted, calls follow the shape of the dose curve; as a rule, active = well fitted curve in the direction sought with a large enough effect; inconclusive = small, poorly fitted or top-dose-only effect, or another doubt; inactive = no such curve, though single readings can be large; an effect the other way counts as inactive or inconclusive. A portion of the library. The share of hits here may be higher or lower than overall.
SMILES,Vif-A3F inh,LDHA inh,ALOX12 inh,ERG-DNA inh,Vif-A3G inh,RGS4 inhibitor,GRP78 ERSR act,D2 agonist,D2 antag
CCc1ccc(C(=O)NC(C(=O)O)C(C)C)cc1 (configuration not stated),-1%,0,0%,0%,0%,4%,-4%,0.4,6
CCOC(=O)c1ccc(S(=O)(=O)N2CCN(CC(=O)NC(=O)NC(C)(C)C)CC2)cc1,-4%,-1,0%,-8%,0%,10%,-2%,0.6,7
CCCNC(=S)Nc1ccc(Cl)cc1C,-5%,-7,13%,-6%,1%,1%,-3%,0.7,-14
COc1ccc2[nH]c(O)c(N=NC(=N)N)c2c1,-3%,-1,0%,-2%,5%,11%,5%,1.5,4
O=C(CSc1ncc(C(F)(F)F)cc1Cl)N1CCN(S(=O)(=O)c2ccccc2)CC1,-2%,-7,-3%,5%,-5%,-8%,-1%,0.3,-13
CN(Cc1cc(-c2ccccc2)on1)C(=O)c1cc(COc2c(F)cccc2F)on1,3%,-8,-23%,3%,1%,5%[11.4 µM],14%,1.5,21
O=c1[nH]c2cc3c(cc2cc1C(c1nnnn1C1CCCC1)N1CCCc2ccccc21)OCCO3 (configuration not stated),1%,8,3%,-2%,0%,-10%,-2%,0.6,1
Cc1cc(C)cc(NC(=O)CSc2nncn3c2cc2occc23)c1,-4%,-1,-11%,-2%,?,-16%,-6%,.,.
O=C(CN1c2cccc3cccc(c23)S1(=O)=O)Nc1cccc(S(=O)(=O)N2CCOCC2)c1,-13%,41&14,?,1%,-6%,-26%,-5%,-1.5,0
COC(=O)c1ccccc1NC(=O)CSc1nnnn1-c1ccc(C)cc1C,3%,-5,0%,-2%,1%,2%,-4%,1.2,-12
Cc1nc(NC(=O)COC(=O)[C@@H](NC(=O)c2ccco2)C(C)C)c(Cl)cc1Cl,1%,-19,-8%,-10%,1%,-16%,-3%,.,.
COc1ccc(CC(NC(C)=O)C(=O)N2CCN(C(=O)Nc3ccc(Cl)cc3)CC2)cc1OC (configuration not stated),-5%,5,5%,-2%,1%,-11%,-1%,0.3,7
CCOc1ccccc1CNCc1c(C(=O)O)c(C)n(Cc2ccc(C)cc2)c1C,0%,-1,-9%,-7%,3%,3%,1%,-0.6,.
NC(=O)C1(Nc2ccc(Cl)cc2)CCCC1,-1%,-3,-3%,-11%,-2%,11%,0%,.,.
C#CCOCCOCCOCCNc1nc(N2CCN(C(=O)[C@H](CCCCN)n3cc(CCCC)nn3)CC2)nc(N2CCN(C(=O)[C@H](CCCCN)n3cc(CCCC)nn3)CC2)n1,5%,-14,?,3%,-1%,-1%,0%,0.8,1
O=C(NC1CCN(C(=S)Nc2ccccc2Cl)CC1)C1CCCCC1,-28%,-2,?,-2%,0%,-16%,-5%,-1.3,-28
O=C(CCC(=O)c1ccccc1)NCc1cccc(C(F)(F)F)c1,-10%,-4,409%[activator],-11%[15.4 µM],0%,-11%,-1%,-0.1,-2
O=C(COc1ccccc1-c1ccccc1)NCc1ccco1,6%,-9,-6%,-8%,-2%,4%,-3%,1.4,10
CCCCn1c(CN2CCOCC2)nc2c1c(=O)n(C)c(=O)n2C,1%,-4,-1%,15%,0%,-18%,-3%,.,.
Clc1ccc(-n2nnc(-c3cccnc3)n2)cc1Cl,-1%,-1,?,7%,1%,-38%,-3%,-0.1,-3
COc1ccc(N(CC(=O)NC(C)(C)C)S(=O)(=O)c2ccccc2)cc1OC,-9%,-14,3%[57.4 µM],-5%,1%,4%,1%,.,.
O=C1Cc2cc(S(=O)(=O)NCc3ccccc3Cl)cc3c2N1CCC3,0%,-1,9%,9%,-1%,-14%,-4%,0.0,11
O=C(Nc1ccccc1Cl)c1ccc(C(=O)Nc2ccccc2Cl)cc1,13%,6,-7%,-3%,1%,-10%,2%,.,.
Cn1cc(S(=O)(=O)Nc2ccc(OC(F)(F)F)cc2)c(=O)n(C)c1=O,-20%,-12,13%,-2%,-1%,5%,1%,0.4,-3
COc1ccc(C)cc1NC(=O)c1cc(S(=O)(=O)NC2CCCCCC2)ccc1F,-2%,-1,-22%,5%,0%,-3%,-4%,0.6,.
O=C1NC(=S)S/C1=C\c1cc2ccccc2nc1N1CCCCC1,-17%,0,-84%,2%,1%,?,-1%,0.1,-2
CCc1ccccc1NC(=O)Nc1cccn(Cc2ccc(F)cc2)c1=O,3%,-8,0%,9%,-8%,-16%[56.9 µM],0%,-0.6,12
Cc1ccc(S(=O)(=O)c2cn(Cc3ccccc3)c3cc(N4CCCC4)c(F)cc3c2=O)cc1C,-1%,-4,-14%,-1%,1%,-13%,-3%,-0.3,.
O=[N+]([O-])c1ccc(C[n+]2cccc3c4ccccc4ccc32)cc1,0%,4,-19%,14%,2%,-12%,-6%,0.4,-10
CCOc1ccc(S(=O)(=O)NCC(=O)OCc2nnc(-c3ccccc3)o2)cc1,-13%,-6,-1%,1%,2%,6%,-2%,-2.7,-12
O=S(=O)(c1ccc(N2CCN(Cc3ccccc3)CC2)nc1)N1CCCC1,2%,0,-21%,-5%,1%,3%,-5%,-0.7,12
CCOc1ccc(C(O)c2nccn2Cc2ccccc2)cc1 (configuration not stated),-8%,-1,i,14%,6%,-18%,-3%,-0.3,-4
Cc1n[nH]c(C)c1CCc1nc2c3ccccc3nc(SCC(=O)Nc3ccccc3F)n2n1,-23%,-6,33%[activator],-9%,-12%,-44%,-4%,0.3,-4
COc1ccc(NC(=O)CCS(=O)(=O)c2cc(Br)cc3c2N(C(C)=O)CC3)c(OC)c1,2%,3,?,0%,1%,-6%,-3%,-0.7,.
COc1ccc(Cl)cc1NC(=O)c1ccc2c(c1)CCN2S(C)(=O)=O,-1%,3,-24%,4%,-2%,-11%,2%,0.2,.
O=[N+]([O-])c1ccccc1NCCNS(=O)(=O)c1ccc(Cl)cc1,-6%,-6,-16%,-10%,1%,9%,-3%,2.0,34*
CCN(C(=O)COC(=O)c1ccccc1NCCO)C1CCS(=O)(=O)C1 (configuration not stated),1%,-3,-22%,2%,-7%,12%,1%,0.1,2
CCOC(=O)Cn1nc(NC(=O)c2ccc(C(=O)OC)cc2)cc1C,9%,-5,?,2%,0%,11%,0%,-0.5,-3
Cc1cc(NC(=O)CCCSc2nc(-c3ccco3)cc(C(F)(F)F)n2)n(-c2ccccc2)n1,-1%,2,103%,2%,0%,-3%,-7%,-0.7,2
NC(=O)N[C@@H](Cc1c[nH]c2ccccc12)C(=O)OCC(=O)N1CCCCC1,-2%,2,-2%,10%,0%,-32%,-1%,1.5,0

# Some values from the results shown.
# For Vif-A3F inh, CCOc1ccc(S(=O)(=O)NCC(=O)OCc2nnc(-c3ccccc3)o2)cc1 has -13%
# For D2 antag, O=C1Cc2cc(S(=O)(=O)NCc3ccccc3Cl)cc3c2N1CCC3 has 11
# For D2 agonist, O=[N+]([O-])c1ccccc1NCCNS(=O)(=O)c1ccc(Cl)cc1 has 2.0
# For LDHA inh, COc1ccc(N(CC(=O)NC(C)(C)C)S(=O)(=O)c2ccccc2)cc1OC has -14
# For D2 agonist, O=C(CSc1ncc(C(F)(F)F)cc1Cl)N1CCN(S(=O)(=O)c2ccccc2)CC1 has 0.3

# Complete entries, quoted from the list. Order of values: Vif-A3F inh | LDHA inh | ALOX12 inh | ERG-DNA inh | Vif-A3G inh | RGS4 inhibitor | GRP78 ERSR act | D2 agonist | D2 antag
# COc1ccc(Cl)cc1NC(=O)c1ccc2c(c1)CCN2S(C)(=O)=O is listed with -1% | 3 | -24% | 4% | -2% | -11% | 2% | 0.2 | .
# CCOc1ccc(S(=O)(=O)NCC(=O)OCc2nnc(-c3ccccc3)o2)cc1 is listed with -13% | -6 | -1% | 1% | 2% | 6% | -2% | -2.7 | -12
# NC(=O)N[C@@H](Cc1c[nH]c2ccccc12)C(=O)OCC(=O)N1CCCCC1 is listed with -2% | 2 | -2% | 10% | 0% | -32% | -1% | 1.5 | 0

# (listing goes on)
SMILES,Vif-A3F inh,LDHA inh,ALOX12 inh,ERG-DNA inh,Vif-A3G inh,RGS4 inhibitor,GRP78 ERSR act,D2 agonist,D2 antag
CC(=O)Nc1cc[n+](C(C)C(=O)c2ccc(Cl)cc2)cc1 (configuration not stated),-2%,0,15%,1%,1%,-35%,-2%,1.3,25
Cc1ccc2[nH]c(=O)c(CN(Cc3ccccc3Cl)C(=O)N3CCOCC3)cc2c1,.,-2,0%,11%,-6%,9%,-5%,-2.1,20
Cc1ccc(S(=O)(=O)N2CC=C(c3c(C)n(C)c4ccccc34)CC2)cc1,1%,3,-28%,3%,-8%,?,-5%,0.9,8
Cc1ccc(CCNC(=O)c2ccc(Cn3c(=O)c4cccn4c4cccnc43)cc2)cc1,?,-2,-41%,9%,?,?,5%,0.5,.
CCOc1ccccc1C=NNC(=O)C(=O)NN=Cc1ccccc1OCC,7%,-16,8%,13%,2%,7%,-1%,.,.

# High-throughput results (PubChem)
